# Compound activity from PubChem BioAssay.
# Dicer inh – inhibitors of human Dicer processing of pre-microRNA; hit rate 6% among 47,000; cat-ELCCA pre-miR-21 Dicer processing, chemiluminescence; active compounds read high; Q9UPY3; z-score at 25 µM; in the data active means z-score above about 3, passing the limit was not always enough;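 further: plate controls were vehicle for no effect and no enzyme for full effect; higher signal means more uncleaved substrate so more Dicer inhibition; strong numbers were not always called active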
# Target sequence (Q9UPY3 whole entry, looked up): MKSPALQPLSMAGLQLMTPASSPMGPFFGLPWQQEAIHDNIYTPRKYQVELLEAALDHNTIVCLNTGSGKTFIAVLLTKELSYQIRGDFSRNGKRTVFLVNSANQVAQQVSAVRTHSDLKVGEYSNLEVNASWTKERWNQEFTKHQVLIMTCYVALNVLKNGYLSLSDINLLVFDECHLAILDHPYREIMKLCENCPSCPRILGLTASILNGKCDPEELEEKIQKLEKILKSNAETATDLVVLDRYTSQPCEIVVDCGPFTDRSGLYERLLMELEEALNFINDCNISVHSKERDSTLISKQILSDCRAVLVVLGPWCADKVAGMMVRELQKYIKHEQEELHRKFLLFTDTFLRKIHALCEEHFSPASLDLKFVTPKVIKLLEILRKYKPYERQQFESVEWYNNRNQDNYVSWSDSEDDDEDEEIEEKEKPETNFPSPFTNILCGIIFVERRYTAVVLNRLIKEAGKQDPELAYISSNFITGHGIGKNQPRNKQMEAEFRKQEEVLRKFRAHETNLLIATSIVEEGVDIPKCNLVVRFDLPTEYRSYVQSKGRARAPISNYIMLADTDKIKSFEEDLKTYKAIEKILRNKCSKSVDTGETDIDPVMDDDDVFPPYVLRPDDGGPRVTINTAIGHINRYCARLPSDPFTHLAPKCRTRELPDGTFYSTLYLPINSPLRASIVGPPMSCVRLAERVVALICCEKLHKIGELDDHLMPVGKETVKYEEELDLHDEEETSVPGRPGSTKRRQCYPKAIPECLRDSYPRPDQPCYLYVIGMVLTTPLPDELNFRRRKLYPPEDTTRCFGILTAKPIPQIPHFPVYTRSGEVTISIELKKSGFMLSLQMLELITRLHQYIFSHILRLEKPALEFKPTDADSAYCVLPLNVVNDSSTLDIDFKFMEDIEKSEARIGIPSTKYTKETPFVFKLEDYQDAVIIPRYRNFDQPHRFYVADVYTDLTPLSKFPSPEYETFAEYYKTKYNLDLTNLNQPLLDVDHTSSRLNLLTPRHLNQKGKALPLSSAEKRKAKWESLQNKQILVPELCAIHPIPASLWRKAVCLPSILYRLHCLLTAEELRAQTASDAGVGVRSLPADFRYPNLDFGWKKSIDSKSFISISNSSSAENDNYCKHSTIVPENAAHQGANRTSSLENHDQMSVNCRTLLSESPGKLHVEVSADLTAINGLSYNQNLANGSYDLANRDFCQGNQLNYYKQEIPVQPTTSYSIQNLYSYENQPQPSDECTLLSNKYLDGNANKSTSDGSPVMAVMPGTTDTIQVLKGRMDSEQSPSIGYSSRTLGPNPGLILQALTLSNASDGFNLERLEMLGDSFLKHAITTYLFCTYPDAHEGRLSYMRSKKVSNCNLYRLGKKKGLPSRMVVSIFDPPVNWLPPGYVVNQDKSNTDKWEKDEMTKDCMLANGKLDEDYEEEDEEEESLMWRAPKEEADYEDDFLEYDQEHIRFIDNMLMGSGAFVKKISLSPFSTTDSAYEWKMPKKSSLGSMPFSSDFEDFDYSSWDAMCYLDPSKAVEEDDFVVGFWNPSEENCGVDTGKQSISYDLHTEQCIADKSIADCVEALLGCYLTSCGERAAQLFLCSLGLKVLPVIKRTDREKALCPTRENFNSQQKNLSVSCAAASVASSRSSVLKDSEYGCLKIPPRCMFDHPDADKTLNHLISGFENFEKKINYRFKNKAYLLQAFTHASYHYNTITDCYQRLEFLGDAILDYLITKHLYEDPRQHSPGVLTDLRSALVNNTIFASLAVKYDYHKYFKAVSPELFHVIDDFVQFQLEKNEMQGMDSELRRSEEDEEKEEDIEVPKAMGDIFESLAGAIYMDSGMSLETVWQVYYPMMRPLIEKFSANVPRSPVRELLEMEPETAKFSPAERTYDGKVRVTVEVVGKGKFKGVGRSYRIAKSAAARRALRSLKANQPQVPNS
# Starred values were filed as active, the others as inactive. An excerpt; rates above refer to the full screens.
SMILES,Dicer inh
O=C1CCCC2=C1C(c1ccc3c(c1)OCO3)Nc1ccc3ncccc3c12 (configuration not stated),1.8
Cc1nc(C(F)(F)F)ccc1C(=O)NCCNc1ncccc1C(F)(F)F,-0.83
CCOc1ccc(C2c3c(oc4cc(C)c(C)cc4c3=O)C(=O)N2CCCN(C)C)cc1OC (configuration not stated),0.04
Cc1nn(C(C)(C)C)c(C)c1/C=N/OC(=O)Nc1ccc(Cl)cc1,-0.53
Cc1ccccc1N/C=C(\C#N)C(=O)c1cc(-c2ccc(Cl)cc2)oc1C,-0.22
CCC12CN3CC(CC)(CN(C1)C3c1ccccc1)C2=O (configuration not stated),5.5*
O=C(COc1ccc2ccccc2c1)OCC(=O)c1ccccc1,0.85
OCCCNc1ncnc2c1sc1nc(-c3ccccc3)c3c(c12)CCCC3,-0.45
Clc1ccc2c(c1)C1C=CCC1C(c1ccccc1)N2 (configuration not stated),23
CC1=C(C(=O)OC2CCCCC2)C(c2cccc(O)c2)C2=C(CCCC2=O)N1 (configuration not stated),-0.5
CCCCNc1nc2c(c(=O)[nH]c(=O)n2C)n1CCC(C)C,2.4
COc1ccccc1N1CCN(CCCNc2c(C)c(=O)n(C)c(=O)n2C)CC1,0.32
COc1ccc(Nc2nnc3c4ccccc4c4ccccc4c3n2)cc1,-0.71
CS(=O)(=O)c1ccc2sc(NC(=O)c3cc4ccccc4o3)nc2c1,-0.08
O=C(CCc1ccc(O)cc1)NNC(=S)Nc1ccc(Cl)c(Cl)c1,0.05
CC(=O)OC(C)CNc1nc2c([nH]1)c(=O)n(C)c(=O)n2C (configuration not stated),-0.65
CCOc1ccc(-c2nn3c(-c4ccccc4)nnc3s2)cc1,-0.5
Cc1cc(C)c(-n2[nH]nnc2=S)c(C)c1,0.58
Nc1ccc(-c2nc3c(N)cccc3[nH]2)cc1,15
CC(C)(C)OC(=O)N[C@@H](Cc1ccccc1)C(=O)OCc1ccc(CC(=O)O)cc1,0.83
CCCCC(CC)CNC(=O)C1C2C=CC(O2)C1C(=O)O (configuration not stated),-0.18
CS/C(=N\S(=O)(=O)c1ccccc1)N1CCCC1,2.1
Cc1ccc(OCc2n[nH]c(=S)n2-c2ccccc2)c2c1CCC2,1.6
CN1C[C@H](C(=O)N[C@]2(C)O[C@@]3(O)[C@@H]4CCCN4C(=O)[C@H](Cc4ccccc4)N3C2=O)C[C@@H]2c3cccc4[nH]cc(c34)C[C@H]21,0.15
COC(=O)c1ccc(S(=O)(=O)N2CCCN(C(=O)c3cccs3)CC2)n1C,0.69
CC1CC(Nc2ccccc2)c2ccccc2N1S(=O)(=O)c1ccc(Br)cc1 (configuration not stated),1.4
CCCCCOc1ccc(C2C(C(=O)OCC)=C(C)N=C3SCCC(=O)N32)cc1OC (configuration not stated),0.73
CSc1nc(C)nc(Sc2ccccc2)c1C#N,-2.3
CN(C)S(=O)(=O)N(C)Cc1ccccc1,0.51
CSc1nnc2c(n1)OC(c1ccc(Br)cc1)Nc1ccccc1-2 (configuration not stated),5.4*
O=c1c(Cl)c(N2CCCCC2)cnn1-c1ccccc1,-1.1
COC(=O)c1cccc(-n2c(=O)n(Cc3ccccc3)c(=O)c3[nH]cnc32)c1C,0.41
Cc1ccsc1Cn1c(C)ccc1C,-2
CC(C)NC(=O)Nc1n[nH]c(Nc2ccc(Cl)cc2)n1,12*
CCC1(c2cccc(OC(=O)Nc3ccc(OC(F)(F)F)cc3)c2)CCCCN(C)C1=O (configuration not stated),3.8*
Cc1ccc2oc(C(F)(F)F)cc(=O)c2c1,3.5*
CCc1nnc2sc(-c3cc(C)nc4ccccc34)nn12,-1.1
O=S(=O)(NNc1ccc(F)cc1F)c1ccc(Cl)cc1,0.75
CC1c2ccsc2CCN1C(=O)c1csc([N+](=O)[O-])c1 (configuration not stated),2.3
C=CCC(c1ccco1)N(C(C)=O)c1ccccc1 (configuration not stated),0.14
Cc1nn2c(c1-c1ccccc1)N=C(c1ccccc1)CC2c1ccco1 (configuration not stated),-0.21
CC(C)(Oc1ccc(Cl)cc1)C(=O)Nc1nnc(C(C)(C)C)s1,-0.44
Cn1nc(C(F)(F)F)c(-c2ccc(Br)cc2)c1NC(=O)c1ccco1,-0.21
COc1ccc2cc(C(=O)/C=C/N(C)C)ccc2c1,-0.67
CN(C)/C=N/c1c(C#N)cnn1-c1ccc([N+](=O)[O-])cc1,-1.7
CC(C)(C)c1ccc(-c2nnnn2-c2ccccc2C(F)(F)F)cc1,-2.5
Cc1ccc(S(=O)(=O)CCN2C(=O)CSC2=O)cc1,-0.24
O=C(c1ccccc1)n1ccc(-c2ccc(C#Cc3ccccc3)s2)n1,-0.71
COc1ccc(-c2nnc(SC)o2)c(OC)c1,-1.5
CC1(C)C/C(=N\NC(N)=O)c2ccc(OCc3ccccc3)cc2O1,1.1
O=S(=O)(Nc1ccc2c(c1)OCO2)c1ccc(Cl)cc1,-0.39
COc1cccc(-c2ncnn2-c2sc3c(c2C#N)CCCCC3)c1,-4.9
Clc1ccc(Nc2nc3ccccc3nc2-c2ccccc2)cc1,-0.29
Cc1cccc(C)c1NC(=O)c1snnc1C,0.06
CCOC(=O)c1c(Nc2c(C)cccc2C)sc(C(=O)c2ccc(Br)cc2)c1N,-1.2
Cc1nnc(NC(=O)c2cncc(Br)c2)s1,0.76
CC1(c2cc(O)ccc2O)NCC(c2ccc([N+](=O)[O-])cc2)O1 (configuration not stated),-1.7
COc1ccccc1Nc1nc(-c2c(C)nc3ccccn23)cs1,0.77
N/C(=N\S(=O)(=O)c1cc(Cl)c(Oc2ccc([N+](=O)[O-])cc2Cl)c(Cl)c1)c1ccccn1,2.1
N#C/C(=N\Nc1cc(Cl)cc(Cl)c1)S(=O)(=O)c1ccc(Cl)cc1,1.9

# Remaining list, next part:
SMILES,Dicer inh
N#C/C(=C\c1ccsc1Sc1ccc(Cl)cc1)S(=O)(=O)c1ccc(Cl)cc1,0.52
COc1ccccc1-c1cc(C2CC2)nc(N)c1C#N,-1.9
FC(F)(F)c1cnc(NN2C3CSC2CS3)c(Cl)c1,-1.2
c1ccc(Nc2nc(-c3ccncc3)cs2)nc1,2.8
O=c1[nH]nc(Sc2nc(-c3cccs3)ns2)n1-c1ccc(Cl)cc1,-0.79
Cc1nc(-c2ccccn2)nc(SCC(=O)c2ccc(F)cc2)c1Cl,-0.5
Cc1cc2c(cc1Cl)N(C(=O)Nc1ccc(Oc3cccnc3C)nc1)CC2,0.16
CCc1sc(C2C(C(=O)OC)=C(C)NC3=C2C(=O)CC(C)(C)C3)cc1Br (configuration not stated),-0.2
CCOC(=O)COc1ccccc1/C=C1\N=C(SCC)SC1=O,-0.54
CCOC(=O)Cc1csc(NC(=O)Nc2cc(C)cc(C)c2)n1,-1.2
N#Cc1ccc(N=Nc2c(O)c(C(=O)Nc3ccccc3)cc3ccccc23)cc1,-0.01
Nc1c(C(=O)c2ccc(Oc3ccccc3)cc2)oc2ccccc12,3.8*
CCOC(=O)Cn1c(-c2cccnc2)nc(-c2ccccc2)c1-c1ccccc1,1.1
CN(C(=O)CSc1ccccn1)c1c2c(nn1C)CCCC2,-0.84
COc1cc(C(=O)NC(=S)Nc2ccc(C)c(F)c2)cc(OC)c1OC,0.51
Cc1ccc2nc(NS(=O)(=O)c3ccc(Cl)cc3)c(Nc3c(C)n[nH]c3C)nc2c1,8.5
COc1ccc(COC(=O)C2=C(C)NC3=C(C(=O)CCC3)C2c2ccc3c(c2)OCO3)cc1 (configuration not stated),0.95
COc1cc2c(cc1OC)N1C(=O)c3ccccc3C1(O)OC2=O (configuration not stated),0.4
CCOc1ccc(C2C(C#N)=C(N)Oc3cc(O)ccc32)cc1OCC (configuration not stated),-0.48
Cc1ccc(Cn2ncc(Cl)c(Cl)c2=O)cc1,2.4
CCN(CCS(=O)(=O)c1ccccc1)S(=O)(=O)c1ccc(Cl)cc1,-4.4
O=[N+]([O-])c1ccc(SCc2c(F)cccc2Cl)nc1,0.04
Cc1ccc2nc(C3CCCCC3)cc(C(=O)O)c2c1,8.6
Clc1ccc2oc(-c3cccnc3)nc2c1,1.9
COc1ccc(C2=NN3C(C2)c2ccccc2OC3c2cccs2)cc1 (configuration not stated),1.5
CN(C)c1ncnc(N(C)C)c1[N+](=O)[O-],-1.8
Cc1oc2ccc(OC(C)C(=O)O)cc2c1C(=O)OC(C)C (configuration not stated),-0.27
Nc1cccc(-c2ccc(CO)o2)c1,-2
COc1ccc(OC)c(S(=O)(=O)/N=C(\Nc2cc(C(F)(F)F)cc(C(F)(F)F)c2)SC)c1,0.4
CCOC(=O)CSc1nc(N2CCOCC2)c2c(c1C#N)CC(C)(C)OC2,-1.3
Cn1c2ccccc2c2nnc(SCCCn3c(=O)[nH]c4ccccc43)nc21,2.5
COc1ccc(OCC(=O)OCC(C)(C)NC(=O)N2c3ccccc3Sc3ccccc32)cc1,0.42
O=C(O)c1ccc2c(=O)n3c4ccccc4nc3c3ccc(C(=O)O)c1c23,3.1*
CCOC(=O)c1cccc(CSC(=N)N)c1,-0.3
CC1CCN(CC(=O)n2c3c(c4ccccc42)CCCC3)CC1,0.99
COc1cc(C2C(C(=O)OCC3CCCO3)=C(C)NC3=C2C(=O)CCC3)cc(Br)c1O (configuration not stated),-0.05
O=C(Sc1c(Cl)cccc1Cl)N1CCOCC1,-1.2
Cc1onc(-c2ccccc2)c1NC(=O)Nc1nnc(C2CC2)s1,-0.36
COC(=O)c1noc(-c2ccc(OC)cc2)n1,-0.93
O=c1c2cc(-c3ccccc3)sc2ncn1Cc1ccccc1Cl,-2.3

# (further entries)
SMILES | Dicer inh
Cc1cc(Br)c(NC(=O)c2ccccc2Cl)c(Br)c1 | 0.92
O=C(NC1CCN(Cc2ccccc2)CC1)C1CCN(c2nccc(C(F)(F)F)n2)CC1 | -0.53
CC1=CC(C)(C)N(S(=O)(=O)c2ccc(C)cc2)c2ccc(C)cc21 | -0.49
NC(=S)c1ccc(N2CCC(C(F)(F)F)CC2)nc1 | 4.4
CC1=C(C#N)C(c2ccc(-c3cccs3)s2)C2=C(CCCC2=O)N1 (configuration not stated) | 1.4
N#Cc1c(Br)cnn1Cc1ccc(Cl)cc1 | 1.2
O=C(c1ccc(Cl)cc1)c1cc2c(cc1Br)OCCO2 | 1.2
O=[N+]([O-])c1ccc(-c2csc(-c3cc4nccc(-c5cccc(C(F)(F)F)c5)n4n3)n2)cc1 | -0.09
O=C(c1ccc(Cl)cc1)n1cc2c(n1)-c1cc(Cl)ccc1SC2 | -0.37
CCOC(=O)c1nn(-c2ccc(C(F)(F)F)cc2)cc(Sc2nnc(C(F)(F)F)n2C)c1=O | 0.11
COc1ccc(-c2cc(C(=O)O)c3ccc(C)cc3n2)cc1OC | -0.04
C=CCN1C(=O)C(O)(CC(=O)c2cccc(OC)c2)c2cc(Br)ccc21 (configuration not stated) | 0.08
CCSc1nc2c(c(=O)[nH]1)C(c1ccc(Br)cc1)C1=C(CCCC1=O)N2 (configuration not stated) | 0.31
COc1cccc(NC(=O)Nc2ccc(Oc3c(Cl)cccc3Cl)nc2)c1 | -0.35
O=S(=O)(CS(=O)(=O)Nc1ccc(Oc2ccc(F)cc2)nc1)Nc1ccc(Oc2ccc(F)cc2)nc1 | 2
CC(C)(C)C(C)(C#N)Nc1ccc(Cl)cc1 (configuration not stated) | 0.78

# Compounds above that have a furan ring, fused or not:
SMILES | Dicer inh
Cc1ccccc1N/C=C(\C#N)C(=O)c1cc(-c2ccc(Cl)cc2)oc1C | -0.22
CS(=O)(=O)c1ccc2sc(NC(=O)c3cc4ccccc4o3)nc2c1 | -0.08
C=CCC(c1ccco1)N(C(C)=O)c1ccccc1 (configuration not stated) | 0.14
Cc1nn2c(c1-c1ccccc1)N=C(c1ccccc1)CC2c1ccco1 (configuration not stated) | -0.21
Cn1nc(C(F)(F)F)c(-c2ccc(Br)cc2)c1NC(=O)c1ccco1 | -0.21
Nc1c(C(=O)c2ccc(Oc3ccccc3)cc2)oc2ccccc12 | 3.8*
Cc1oc2ccc(OC(C)C(=O)O)cc2c1C(=O)OC(C)C (configuration not stated) | -0.27
Nc1cccc(-c2ccc(CO)o2)c1 | -2

# The listing continues:
SMILES | Dicer inh
N#Cc1ccsc1NC(=O)CSCC(=O)O | -0.14
O=c1c(Cl)c2oc3ccccc3nc-2c2ccccc12 | -1.1
CCCCN1C(=O)C2(/C(=C(/O)c3ccc(C)c(F)c3)C(=O)C(=O)N2CCN(C)C)c2ccccc21 (configuration not stated) | 2.7
COc1ccc(N)c2nc(C)c(C)nc12 | -3.6
COC(=O)c1sc(-c2ccccc2)cc1NS(=O)(=O)c1ccc(Cl)cc1Cl | -0.2
COc1ccccc1Oc1c(C)oc2cc(O)ccc2c1=O | 0.6
CCOC(=O)NC(=S)NCCCn1ccnc1 | 0.28
CCCC12CN3CC(CCC)(CN(C1)C3c1ccc(F)cc1)C2=O (configuration not stated) | 0.13
N#Cc1c(C(F)(F)F)cc(-c2cccs2)n(N)c1=O | 0.4
CCCSc1nc(C)cc(C)c1C(N)=O | 0.92
COc1cc(C(=O)NCC2CCCO2)c(OC)cc1C(=O)NCC1CCCO1 (configuration not stated) | 1.7
COC(=O)CSc1cc(C(F)(F)F)nc2c(C(=O)OC)scc12 | -0.92
O=C(CCSc1nc(-c2ccc3c(c2)OCO3)cc(C(F)(F)F)n1)NC1CC1 | 0.49
CCCOc1ccc(-c2[nH]ncc2Oc2ccccc2)c(O)c1 | 0.92
Cn1c(-c2ccc(F)cc2)cnc1NCc1ccccc1F | 1.6
O=c1onc2n1-c1cc(Br)ccc1OC2 | -1.4
FC(F)(F)c1cccc(NC(=S)NN=C2CCCCCC2)c1 | 2.3
COc1ccc(Cc2nnc3c4cnn(-c5ccc(C)cc5)c4ncn23)cc1 | 0.11
CCOC(=O)C/C(=N/Nc1ccccc1[N+](=O)[O-])OCC | -0.25
COC(=O)c1csc(S(=O)(=O)N2CCCC2)c1OC | -1.9
OCC#CCSc1nnc(-c2ccc(Cl)cc2)o1 | -0.53
CCN1C(=O)C(O)(CC(=O)c2cccs2)c2ccccc21 (configuration not stated) | 0.2
